Screening results as filed in PubChem BioAssay.
AID2073 = disruptors of CaV2.2 binding to Mint1 – biochemical, HTRF (AID 2073); 290,000 compounds, 0.19% hits; HTRF protein-protein interaction, Mint1-CaV2.2; higher % means a stronger effect; inhibition, % at 20 µM, or IC50 in µM where a hit was titrated; in the data active = inhibition mostly above about 51%, no sharp cut-off; inconclusive = no clear call, values can overlap the other calls; inactive = mostly below about 53%; note: some results filed as inactive read as strong as hits
Dengue-2 NS5 capping = Dengue-2 NS5 methyltransferase inhibitors, primary screen, biochemical, confirmation dose response (AID 588689). Dengue-2 NS5 methyltransferase capping enzyme assay, biochemical; higher % means a stronger effect. one-dose inhibition, % at 25 µM; IC50 in µM for titrated hits. 340,000 compounds, 0.3% hits; in the data active = a potency from the dose series; inconclusive = inhibition above about 29% without an active follow-up result
UTI89 phage lysis = protection from phage-mediated lysis, alamar blue read-out – E. coli UTI89, K1F phage, bacterial capsule biogenesis inhibitors (AID 488966); 340,000 compounds, 0.02% hits; E. coli UTI89 K1F phage lysis, alamar blue, 2 h; higher % means a stronger effect; one-dose inhibition, % at 100 µM; IC50 in µM for titrated hits;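 active = phage lysis inhibition, versus mean bacterial control, above a set limit; inconclusive = no clear call, values can overlap the other calls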;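 note: capsule biogenesis inhibitors block K1F phage lysis so surviving cells raise fluorescence; higher fluorescence means more inhibition of phage lysis; actives were called in the ten point dose series up to 300 µM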
LYP inhibition = inhibitors of LYP phosphatase, biochemical, fluorescence intensity, uHTS (AID 1779); recombinant LYP phosphatase, fluorescence intensity; higher % means a stronger effect; inhibition, % at 11.5 µM, or IC50 in µM where a hit was titrated; 290,000 compounds, 0.054% hits; in the data active = inhibition above about 50%;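 note: plate controls were vehicle with enzyme for no effect and no enzyme for full effect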
WT yeast gro inh = growth inhibition of WT yeast, mitochondrial fusion screen; inhibition, % at 10 µM; mitochondrial fusion phenotypic screen, WT strain; AID 1362; 190,000 compounds, 2.1% hits; in the data active = inhibition above about 58%; tested in S. cerevisiae
RSV antiviral HEp-2 = RSV antiviral activity via CPE protection, HEp-2 cells, primary 10 µM value included (AID 2391). 310,000 compounds, 0.13% hits. one-dose CPE inhibition, % at 10 µM; IC50 in µM for titrated hits. HEp-2 cells, RSV-induced CPE inhibition; higher % means a stronger effect; in the data active = a potency from the dose series; inconclusive = CPE inhibition mostly from about 23% at the one dose, without a potency; inactive = the rest, 99 in 100 with CPE inhibition below about 21%; note: strong numbers were not always called active
Autophagy mod = alters autophagy in cells; calls only at 10 µM (by protocol); 190,000 compounds, 0.98% hits; MEF GFP-LC3 puncta imaging; test concentration mostly 10 µM;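 active = percentage of spot-positive cells more than 3 SD above its plate mean, without a fluorescence outlier flag or 80% toxicity; inconclusive = no clear call, values can overlap the other calls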;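 note: spot-positive cell cutoff set from DMSO-treated cells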
NTR1 agonist = NTR1-driven beta-arrestin-GFP spot formation – imaging, U2OS cells, high content, primary screen (AID 493036) | P30989 | agonist mode | activation, % at 20 µM | 330,000 compounds, 0.17% hits;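 active = activation at or above 40% of the spot to cytoplasm intensity ratio, with at least 20 cells analyzed; inconclusive = wells under 20 cells, flagged as cytotoxic or low count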;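 note: 0% = DMSO without peptide and 100% = 100 nM NTR1 peptide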
Target sequence (P30989 whole entry, looked up): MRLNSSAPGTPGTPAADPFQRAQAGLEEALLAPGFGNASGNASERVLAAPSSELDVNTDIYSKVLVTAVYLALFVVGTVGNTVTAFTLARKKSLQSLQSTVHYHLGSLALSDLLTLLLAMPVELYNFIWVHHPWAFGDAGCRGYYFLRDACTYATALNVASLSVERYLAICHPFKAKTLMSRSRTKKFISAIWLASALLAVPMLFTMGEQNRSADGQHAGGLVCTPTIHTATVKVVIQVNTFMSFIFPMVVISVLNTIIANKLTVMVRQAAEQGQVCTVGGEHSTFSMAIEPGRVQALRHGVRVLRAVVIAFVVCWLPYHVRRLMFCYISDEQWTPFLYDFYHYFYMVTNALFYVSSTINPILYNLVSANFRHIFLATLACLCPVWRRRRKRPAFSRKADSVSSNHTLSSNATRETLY
GPR35 antagonists = inhibition of zaprinast-stimulated GPR35 beta-arrestin translocation – imaging, U2OS, beta-arrestin-GFP, zaprinast agonist, primary screen (AID 2058); U2OS GPR35 beta-arrestin-GFP translocation imaging, zaprinast antagonism; higher % means a stronger effect; 290,000 compounds, 0.052% hits; one-dose inhibition, % at 10 µM; IC50 in µM for titrated hits;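 active = inhibition of at least 50% with at least 30 cells and total cytoplasm GFP at most 10,000,000; inconclusive = under 30 cells or total GFP of 10,000,000 plus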
WT yeast gro inh mutant strain = further read-out of WT yeast gro inh, marked with its call; inhibition, %; mitochondrial fusion phenotypic screen, mutant strain inhibition
Autophagy mod cell loss 18 h = recorded beside Autophagy mod, whose call it bears; toxicity, %; measured here: cell loss, nuclei count;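 cell loss after 18 h compound exposure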
NTR1 agonist cell count 20 µM = also measured in NTR1 agonist; calls as there; cell count; measured here: cell count, cytotoxicity flag
Dengue-2 NS5 capping pilot replicate = second read-out of Dengue-2 NS5 capping, no call of its own (marks repeat the call); inhibition, %; measured here: pilot screen replicate inhibition
* marks the source's active call; other numbers are inactive results; i = inactive; ? = inconclusive; / = not tested or not shown; [ ] = dose if it differs, or a comment.

SMILES	AID2073	Dengue-2 NS5 capping	UTI89 phage lysis	LYP inhibition	WT yeast gro inh	WT yeast gro inh mutant strain	RSV antiviral HEp-2	Autophagy mod	Autophagy mod cell loss 18 h	NTR1 agonist	NTR1 agonist cell count 20 µM	GPR35 antagonists	others
CCCCC(CC)C(=O)Nc1ccc(Cl)cn1 (centres undefined)	-9%	1%	0.3%	-2%	3	4	-0.1%	i	1	-0.1	90	7%	Dengue-2 NS5 capping pilot replicate=4.8
CSc1ccccc1NC(=O)COc1ccc(S(=O)(=O)N2CCCC2)cc1	9%	1%	-0.7%	4%	16	7	2.8%	i	2	-0.7	67	25%	Dengue-2 NS5 capping pilot replicate=-4.5
COc1ccc2c(c1)[nH]c1c(=O)n(Cc3ccco3)cnc12	4%	6%	0.0%	2%	20	19	0.1%	i	-31	0.5	32	-6%
Cc1cc(C(=O)NNC(=O)c2nn(C)c(=O)c3ccccc23)c(C)o1	0%	-12%	-0.2%	-4%	8	9	2.6%	i	0	0.3	45	12%
O=C(NCc1cccnc1)c1ccc(NC(=O)c2ccc(Br)cc2)cc1	-9%	-6%	-0.2%	-5%	/	/	-2.1%	/	/	2.8	60	25%
O=C(Nc1nc(-c2ccccn2)cs1)c1cc2ccccc2o1	20%	-12%	1.1%	-3%	9	37	-3.6%	i	1	2.0	57	-19%
Cc1ccc(CC(=O)Nc2cccc(S(=O)(=O)N3CCOCC3)c2)cc1	2%	-1%	-0.2%	-8%	/	/	2.3%	/	/	0.9	67	-16%
COc1ccc2nc(NCCCNC(=O)c3cc(OC)c(OC)c(OC)c3)c(C#N)cc2c1	28%	16%	0.1%	-7%	-21	-24	0.1%	i	3	6.3	77	4%
C/C(=N\NC(=O)c1ccc2c(c1)OCO2)c1ccc(NC(=O)CCCC(=O)O)cc1	3%	-4%	0.0%	-6%	/	/	0.5%	/	/	0.8	45	-6%
COc1cc(OC)c(/C=N/NC(=O)c2ccc(NC(C)=O)cc2)cc1Br	60%	-7%	-0.6%	-6%	-5	-3	/	i	0	-1.1	88	9%
O=C(Nc1nc(-c2cccs2)c(-c2ccccc2)s1)c1ccco1	7%	-2%	0.7%	-4%	9	-1	7.2%	i	24	9.7	37	9%
CCCCN(CCCNC(=O)c1c(C)cc(=O)oc1C)c1ccccc1	11%	0%	4.9%	-4%	14	19	2.0%	i	15	3.4	83	-8%
N#CC1=C2C=CC=CN2CC1=O	-2%	9%	2.2%	-6%	7	10	1.3%	i	-4	-0.6	68	3%
CCN(CC(=O)Nc1ccc2c(c1)OCCO2)C(=O)CN1C(=O)NC(C)(c2ccc(C)cc2)C1=O (centres undefined)	/	3%	0.1%[50 µM]	/	/	/	1.4%	/	/	-3.3	34	/
CCC/C(O)=C1\C(=O)CCCC1=NCCc1c(C)[nH]c2ccc(OC)cc12	-8%	-2%	0.3%	-11%	-6	3	0.5%	i	1	2.5	54	-12%

Compounds shown so far with two or more sulfur atoms (2):
SMILES	AID2073	Dengue-2 NS5 capping	UTI89 phage lysis	LYP inhibition	WT yeast gro inh	WT yeast gro inh mutant strain	RSV antiviral HEp-2	Autophagy mod	Autophagy mod cell loss 18 h	NTR1 agonist	NTR1 agonist cell count 20 µM	GPR35 antagonists	others
CSc1ccccc1NC(=O)COc1ccc(S(=O)(=O)N2CCCC2)cc1	9%	1%	-0.7%	4%	16	7	2.8%	i	2	-0.7	67	25%	Dengue-2 NS5 capping pilot replicate=-4.5
O=C(Nc1nc(-c2cccs2)c(-c2ccccc2)s1)c1ccco1	7%	-2%	0.7%	-4%	9	-1	7.2%	i	24	9.7	37	9%

Further records:
SMILES	AID2073	Dengue-2 NS5 capping	UTI89 phage lysis	LYP inhibition	WT yeast gro inh	WT yeast gro inh mutant strain	RSV antiviral HEp-2	Autophagy mod	Autophagy mod cell loss 18 h	NTR1 agonist	NTR1 agonist cell count 20 µM	GPR35 antagonists	others
Cc1cccc(C(=O)NC(=S)Nc2ccccc2C(=O)O)c1	-9%	-2%	-0.1%	-6%	22	11	1.1%	i	-20	-1.4	28	11%
Cc1ccnc(NC(=O)CNC(=O)c2cccs2)c1	/	3%	1.7%[50 µM]	/	/	/	-0.5%	/	/	-1.3	64	/
CC(C)(C)c1ccc(C(=O)CCC(=O)OCC(=O)NCCc2ccc(S(N)(=O)=O)cc2)cc1	/	2%	0.0%[50 µM]	/	/	/	-0.1%	/	/	1.4	48	/
CCn1c(SCC(N)=O)nc2sc3c(c2c1=O)CCCC3	-18%	4%	-0.1%	-4%	17	15	2.7%	i	-5	-0.7	38	-9%
CN(CC(=O)Nc1cccc(F)c1)CC(=O)Nc1cccc(S(=O)(=O)N2CCCCCC2)c1	-3%	-6%	0.2%	-1%	/	/	17%	/	/	9.0	52	-4%
O=C(CSCc1ccc(Cl)cc1Cl)Nc1ccc(O)cc1C(=O)O	3%	0%	0.0%	-16%	/	/	0.8%	/	/	0.7	53	-10%
COc1ccccc1N1CCN(/N=C/c2cccc(OC)c2OC)CC1	-3%	-2%	0.4%	-4%	1	-1	1.3%	i	-7	-1.7	54	-4%
Cc1cccc(NC(=O)CCNS(=O)(=O)c2cc(Br)cnc2N)c1C	8%	-1%	0.4%	-9%	/	/	1.6%	/	/	-0.5	85	5%
COc1ccc(C2C(CC(=O)O)=C(O)C(=O)N2c2ccccc2)cc1 (centres undefined)	-3%	5%	-0.2%	-7%	-15	-5	-0.2%	i	2	-0.8	39	-6%
NC(=O)C1CCN(C(=O)CN2CCCc3ccccc32)CC1	-7%	?	0.1%	-7%	-1	-4	1.2%	i	2	0.7	64	-18%
Cc1ccc2nsnc2c1S(=O)(=O)NC1CC1	-1%	-2%	0.1%	-4%	-6	1	0.5%	i	-4	0.0	49	7%
O=C1CC(c2ccc(Cl)cc2)n2nc(N3C(=O)CCC3=O)nc2N1 (centres undefined)	6%	4%	1.0%	-5%	11	21	1.1%	i	-18	1.1	51	1%
O=C(Nc1nc2cc3c(cc2s1)OCCO3)c1cccc(N2C(=O)CCC2=O)c1	1%	-5%	-2.4%	-1%	9	-5	0.5%	i	0	-0.5	95	4%
CCC(C)(C)n1nnnc1C(C(C)C)N(Cc1ccco1)Cc1cc2cc3c(cc2[nH]c1=O)OCO3 (centres undefined)	37%	30%	7.3%	-12%	27	14	-0.3%	i	-2	0.3	57	-9%
CCOC(=O)COc1ccc(C2NC(C(=O)O)CS2)cc1 (centres undefined)	13%	6%	0.3%	-2%	15	14	-0.5%	i	-7	-0.4	48	-6%

The final four compounds of the section above open the next one:
SMILES	AID2073	Dengue-2 NS5 capping	UTI89 phage lysis	LYP inhibition	WT yeast gro inh	WT yeast gro inh mutant strain	RSV antiviral HEp-2	Autophagy mod	Autophagy mod cell loss 18 h	NTR1 agonist	NTR1 agonist cell count 20 µM	GPR35 antagonists	others
O=C1CC(c2ccc(Cl)cc2)n2nc(N3C(=O)CCC3=O)nc2N1 (centres undefined)	6%	4%	1.0%	-5%	11	21	1.1%	i	-18	1.1	51	1%
O=C(Nc1nc2cc3c(cc2s1)OCCO3)c1cccc(N2C(=O)CCC2=O)c1	1%	-5%	-2.4%	-1%	9	-5	0.5%	i	0	-0.5	95	4%
CCC(C)(C)n1nnnc1C(C(C)C)N(Cc1ccco1)Cc1cc2cc3c(cc2[nH]c1=O)OCO3 (centres undefined)	37%	30%	7.3%	-12%	27	14	-0.3%	i	-2	0.3	57	-9%
CCOC(=O)COc1ccc(C2NC(C(=O)O)CS2)cc1 (centres undefined)	13%	6%	0.3%	-2%	15	14	-0.5%	i	-7	-0.4	48	-6%
CCN1CCCC1CNS(=O)(=O)c1ccc(Br)cc1 (centres undefined)	6%	-11%	0.1%	-3%	/	/	1.6%	/	/	-0.6	103	12%
O=C(COC(=O)c1ccc(Br)o1)NCCc1ccccc1	22%	-4%	0.1%	-4%	8	7	3.0%	i	-6	1.9	56	7%
COc1ccc(Oc2ccc(/C=C/C(=O)c3cccc(OC)c3)cc2[N+](=O)[O-])cc1	12%	2%	-0.1%[50 µM]	9%	-23	-20	-1.3%	i	-7	5.5	37	-3%
CCOC(=O)c1cc(CC)sc1/N=C/C1C(=O)CCCC1=O	6%	/	0.0%	-1%	-9	23	1.2%	i	8	-0.1	50	0%
COc1ccc(N2CCN(C(=O)CN3C(=O)NC(C)(c4ccc5ccccc5c4)C3=O)CC2)cc1 (centres undefined)	/	2%	0.0%[50 µM]	/	/	/	0.6%	/	/	1.0	51	/
Nc1ccc(Oc2ccc3c(c2)C(=O)N(CC2CCCO2)C3=O)cc1 (centres undefined)	-8%	-5%	1.0%	-8%	/	/	/	/	/	0.3	43	-1%
CC(C)C1N(C(=O)N2CCOCC2)CCN1S(=O)(=O)c1ccccc1 (centres undefined)	14%	7%	-0.1%	-6%	/	/	0.2%	/	/	-0.5	49	-3%
COc1ccc(OC)c(NC(=O)Cn2c(CCC(=O)O)ccc2-c2ccc(C)cc2)c1	17%	-4%	-0.5%	-7%	-11	5	2.7%	i	-25	-0.8	35	-11%
Clc1cc(Cl)cc(C2=NC(Cc3ccccc3)CO2)c1 (centres undefined)	/	6%	-0.7%	/	/	/	1.1%	/	/	12	92	/
COc1ccccc1/C=C/c1onc(C)c1S(=O)(=O)N1CCC(C(=O)NC2CCCCCC2)CC1	8%	-5%	-0.1%	-8%	/	/	2.1%	/	/	-0.2	69	9%
Cc1cc(=O)[nH]c(N/N=C/c2ccccn2)n1	4%	-8%	-6.2%	-3%	2	-7	1.6%	i	22	0.8	39	4%
C(=C\c1ccccc1)/CSc1nc2ncccc2[nH]1	18%	0%	3.4%	1%	/	/	7.9%	/	/	0.2	51	-4%
COc1ccc(-c2ccc(-c3nnn(CC(C)=O)n3)cc2)cc1	13%	3%	0.3%	-9%	2	-29	3.0%	i	-2	-2.1	88	-11%	Dengue-2 NS5 capping pilot replicate=-2.7
CCc1ccccc1OCC(=O)OCC(=O)Nc1cc(C)on1	/	3%	0.6%[50 µM]	/	/	/	0.7%	/	/	1.1	71	/
CC(=O)c1ccc(N2CCN(c3ccc(S(=O)(=O)NCCN(C)C)cc3[N+](=O)[O-])CC2)cc1	-10%	-4%	-0.2%	4%	/	/	1.2%	/	/	2.1	48	2%
CCN(CC1CCCO1)C(=O)CCc1nnc(CCc2ccc(OC)cc2)o1 (centres undefined)	3%	-5%	0.1%	-8%	/	/	-1.1%	/	/	-0.3	52	3%
CCc1ccc(N2C(=O)C3NN=C(C(=O)OCc4ccccc4)C3C2=O)cc1 (centres undefined)	-2%	0%	2.6%[50 µM]	1%	-10	-2	-0.2%	i	-18	-0.1	45	2%
CCC(C)(C)NC(=O)C1CC(=O)N(CCc2ccc(F)cc2)C1 (centres undefined)	-7%	4%	0.0%	-10%	/	/	2.1%	/	/	0.3	54	-4%
CCOc1ccc(CCNC(=O)c2cc(-c3ccccc3)c(N3CCOCC3)s2)cc1	/	-2%	-0.7%	/	/	/	1.0%	/	/	0.5	54	/
